# PNC assembly inh: High Content Assay for Compounds that inhibit the Assembly of the Perinucleolar Compartment. PC3M PTB-GFP, PNC prevalence imaging, 16 h; hits give low values. activity change (PNC), negative = inhibition, % at 10 µM. AID 2417, 2010. 3.1% of 140,000 active;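 active = readout at or below -70, meaning at least 70% loss of cells showing the perinucleolar compartment, a nuclear body marking cancer cells; inconclusive = readout between -30 and a set limit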;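 also: plate controls were DMSO wells for no effect and camptothecin positive control wells for full effect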
#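 PC3M cells stably expressing PTB-GFP, 750–1000 cells/well, treated 16 h at 37 °C with compound (23 nl of library stock), in duplicate. After paraformaldehyde fixation and Hoechst stain, imaged at 20x; PNC prevalence scored by image analysis.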
# ALOX15B inhib: qHTS Assay for Inhibitors of 15-hLO-2 (15-human lipoxygenase 2); Polyunsaturated fatty acid lipoxygenase ALOX15B (Homo sapiens), O15296; purified 15hLO-2, xylenol orange hydroperoxide absorbance; Potency, µM (highest dose often 57.1 µM), inactives show at the highest dose activity change, negative = inhibition, usual class: inhibitors; 0.56% of 110,000 active; also: potency is read from the fitted curve at half-maximal effect; nearly all actives have a fitted effect of over 60% in size; many of its hits are not listed in these tables
# Target sequence (O15296 whole entry, looked up): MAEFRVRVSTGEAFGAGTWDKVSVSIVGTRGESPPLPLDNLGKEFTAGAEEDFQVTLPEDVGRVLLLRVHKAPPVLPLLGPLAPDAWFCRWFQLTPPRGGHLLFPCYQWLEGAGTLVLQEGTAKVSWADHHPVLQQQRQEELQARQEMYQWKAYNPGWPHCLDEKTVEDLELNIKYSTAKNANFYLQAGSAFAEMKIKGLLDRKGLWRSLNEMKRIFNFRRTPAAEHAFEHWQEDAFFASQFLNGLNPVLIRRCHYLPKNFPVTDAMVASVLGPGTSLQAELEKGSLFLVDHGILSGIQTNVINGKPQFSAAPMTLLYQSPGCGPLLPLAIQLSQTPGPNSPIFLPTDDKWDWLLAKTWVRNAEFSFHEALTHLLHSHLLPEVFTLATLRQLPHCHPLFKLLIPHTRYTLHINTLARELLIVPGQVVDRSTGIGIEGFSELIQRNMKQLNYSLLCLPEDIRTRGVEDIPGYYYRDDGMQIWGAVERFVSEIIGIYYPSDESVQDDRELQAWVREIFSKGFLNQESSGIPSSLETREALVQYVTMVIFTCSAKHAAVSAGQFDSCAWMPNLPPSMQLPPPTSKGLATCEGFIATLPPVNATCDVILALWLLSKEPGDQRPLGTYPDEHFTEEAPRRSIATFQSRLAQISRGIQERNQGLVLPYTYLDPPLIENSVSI
#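 Purified human 15hLO-2 (50 nM final) preincubated with compounds 15 min at room temperature in 25 mM Hepes pH 7.5, 0.01% Triton X-100, then 45 uM arachidonic acid added for 90 min; hydroperoxide detected via ferrous/xylenol orange, 573/405 nm absorbance ratio.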
# IMPase cell inh: qHTS Assay for Identifying the Cell-Membrane Permeable IMPase Inhibitors; 120,000 tested, under 10 active; CHO-M1 cells, IP1 accumulation, HTRF TR-FRET ratio; AID 901, 2007; inhibition (IP1 accumulation), % at 46.1 µM; active = well fitted curve in the direction sought with a large enough effect in the signal ratio, not every such curve was filed as active; inconclusive = small, poorly fitted or top-dose-only effect, or a change in a side signal; inactive = no such curve, though single readings can be large or run the other way; the % refers to the signal ratio;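 also: cells stimulated with carbachol in lithium chloride buffer; plate controls were DMSO basal wells for no effect and reference inhibitor wells for full effect; higher means more IMPase inhibition seen as more IP1 and lower FRET ratio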
# Target sequence (P97697 whole entry, looked up): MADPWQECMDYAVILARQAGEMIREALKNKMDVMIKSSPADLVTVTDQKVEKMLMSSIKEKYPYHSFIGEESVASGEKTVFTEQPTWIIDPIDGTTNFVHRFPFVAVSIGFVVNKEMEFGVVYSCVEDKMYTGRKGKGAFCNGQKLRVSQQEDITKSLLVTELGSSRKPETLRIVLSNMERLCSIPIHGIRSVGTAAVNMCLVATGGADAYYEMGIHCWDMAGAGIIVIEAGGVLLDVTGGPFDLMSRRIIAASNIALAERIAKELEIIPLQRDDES
#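 Seeded CHO-M1 cells were dosed with compound at up to 46 uM, stimulated with carbachol for 30 min, then lysed in IP-One detection reagents. Higher IP1 lowers the TR-FRET signal.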
# 12-hLO inh: qHTS Assay for Inhibitors of 12-hLO (12-human lipoxygenase) | purified 12-hLO, xylenol orange hydroperoxide absorbance | Potency, µM (titrated, usually from 57.1 µM), inactives show top-dose activity change, negative = inhibition, most hits filed as inhibitors | 0.12% of 150,000 active; also: potency is read from the fitted curve at half-maximal effect; nearly all actives have a fitted effect of over 55% in size; many of its hits are not listed in these tables
#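 Xylenol orange chromogenic assay: hydroperoxide from 12hLO oxidises Fe(II), giving red-shifted Fe(III)-XO absorbance. Conditions: 150 nM enzyme, 40 uM arachidonic acid, 25 mM Hepes pH 7.0, 0.01% Triton X-100, 30 min, room temperature.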
# Active calls of the source: *; ? = inconclusive; / = not tested or not shown; [ ] = another dose, or the depositor's remark. Unless noted, calls follow the shape of the dose curve; as a rule, active = well fitted curve in the direction sought with a large enough effect; inconclusive = small, poorly fitted or top-dose-only effect, or another doubt; inactive = no such curve, though single readings can be large; an effect the other way counts as inactive or inconclusive. Unless noted, % is scaled to controls: 0 for no effect and ±100 for the full control effect. An excerpt; rates above refer to the full screens.
# Results follow in this order: PNC assembly inh, ALOX15B inhib, IMPase cell inh, 12-hLO inh
COc1ccc(OC)c(C(=O)CSc2nc3cccnc3n2C)c1
    30, 1%[2.29 µM], 7, -5%
COc1cc2c(c(OC)c1OC)C(c1ccc3c(c1)OCO3)CC(=O)O2 (stereo not given)
    /, -29%[0.0915 µM], /, -7%[0.00818 µM]
COCCOC(=O)/C(=C/c1ccc(OC(=O)c2ccccc2)cc1)C(C)=O
    ?, /, /, -5%
CN(C)CCCN(CCCNC(=O)/C=N/O)Cc1ccccc1
    ?, /, -3, 0%
CC(C)c1ccc(C(=O)CC2(O)C(=O)N(CN3CCOCC3)c3ccccc32)cc1 (stereo not given)
    34, 6%, 3, -3%
COc1ccc(CCN2C(=O)CCC2(C)C(=O)NCc2cccnc2)cc1OC (stereo not given)
    30, 3%, 5, 0%
CCOC(=O)C(C)N1C(=O)S/C(=C/c2cc(C)n(-c3ccccn3)c2C)C1=O (stereo not given)
    -8, ?, 21, -8%
CC(C)(C)n1nnnc1C(c1cccnc1)N1CCN(C(=O)c2ccco2)CC1 (stereo not given)
    -4, /, 4, 3%
COC(=O)/C=C(\C)NC(=O)c1ccccc1Cl
    -21, 3%, 3, -3%
O=C(Cn1nnc(-c2ccccc2F)n1)Nc1cccc2ncccc12
    -82*, -10%, ?, -3%
Nc1ccc(N2CCN(c3cccc(Cl)c3)CC2)cc1
    11, /, /, ?
CC1(C)Cc2cccc(OCC(O)CNCc3ccccn3)c2O1 (stereo not given)
    13, 39%[activator], ?, -1%
N#CCSc1nc2ccc(N3CCOCC3)cc2c(=O)n1CCc1ccccc1
    ?, -8%, 14, -8%
CC(C)(C)C(=O)NC1(C(F)(F)F)C(=O)Nc2c1c(=O)[nH]c(=O)n2Cc1ccco1 (stereo not given)
    23, 1%, 2, 0%
COc1cc(C2Nc3ccccc3C(=O)N2c2ccccc2OC)ccc1O (stereo not given)
    ?, -9%, -5, -1%
COc1cc(Cn2c(N)c(C#N)c3nc4ccccc4nc32)cc(OC)c1
    2, 1%, -4, -15%
Cc1cc(C)n(-c2nc3sc4c(c3c3nnc(SCC(N)=O)n23)CC(C)(C)OC4)n1
    -100*, /, 1, 2%
Cc1nc(N2CCOCC2)c2nc(-c3ccccc3)n(CC3CCN(C)CC3)c2n1
    /, 18%, /, 3%
Cc1nn(C)c(C)c1/C=N/NC(=O)CCn1nc(C)c([N+](=O)[O-])c1C
    ?, /, /, -2%
CCC(=O)Nc1ccc(C(=O)CSc2nnc(-c3ccc(O)cc3)n2CC2CCCO2)cc1 (stereo not given)
    ?, 13%, -4, -2%
COc1ccc2nc(NC(=O)c3ccc(Br)s3)sc2c1
    44, 23%, -20, -5%
COC(=O)c1scc(C)c1N/N=C(\C)c1ccc(F)cc1
    ?, -5%, -11, -3%
Nc1c(C(=O)Nc2ccccc2)sc2nc3c(c(-c4ccco4)c12)CCCC3
    81, /, 3, -1%
CS(=O)(=O)Nc1ccc2c3c(cccc13)CC2
    -19, -1%, -5, 0%
Cc1cc(Cl)nc2ccc(Cc3ccc4nc(Cl)cc(C)c4c3)cc12
    /, -1%[11.4 µM], /, -1%[11.4 µM]
CCOC(=O)CN=C1CC(C)(C)CC2=C1Sc1ncnc(N(C)C)c1N2
    29, ?, ?, -19%
Cc1cc(Nc2ccc3c(c2)OCCO3)c2ccccc2n1
    80, /, /, 11%
O=C(Nc1cc(Cl)cc(Cl)c1)C(NCC1CCCO1)c1ccccc1 (stereo not given)
    22, /, 5, -3%
Cn1cccc1C(=S)N1CCOCC1
    3, 4%[2.29 µM], -16, 7%
O=S(=O)(C(=CNc1ccccc1)S(=O)(=O)c1ccccc1)c1ccccc1
    71, /, 7, 3%
Cc1ccc2cc(C=C(C#N)C#N)c(N3CCCCC3)nc2c1
    -11, -8%, -3, -1%
Cc1ccc(N2CCCn3c2cc(C)c(C#N)c3=O)cc1Cl
    -1, /, 7, 3%
Cc1nc2ccc(NC(=O)c3ccc(S(=O)(=O)N4CCOCC4)cc3)cc2s1
    -2, -6%, -1, -5%
COc1cccc(CNC(=O)C2CCC(CNS(=O)(=O)c3cccc4nsnc34)CC2)c1 (stereo not given)
    -106*, 5%, 13, 5%
CC(C)N1C(=O)CCC1C(=O)N1CCC(Cc2ccccc2)CC1 (stereo not given)
    22, /, /, -1%
O=C(Cc1ccc(F)cc1)Nc1c2c(nn1-c1cccc(Cl)c1)CS(=O)C2 (stereo not given)
    24, -2%, 0, -6%
Cc1cc(=O)[nH]c(Nc2c(C)n(C)n(-c3ccccc3)c2=O)n1
    3, -5%, 3, 1%
Cc1ccc(NC(=O)NC2=N/C(=C(/C#N)C(=O)N3CCCC3)c3ccccc32)cc1
    43, 21%, 1, -6%
CC(C)(C)c1ccc(CSc2nnc(-c3ccccn3)n2Cc2ccco2)cc1
    ?, 6%, 4, -18%
Cc1cccc(N2CCN(S(=O)(=O)c3ccc4c(c3)n(C)c(=O)c(=O)n4C)CC2C)c1 (stereo not given)
    25, -2%, 1, -2%
COC(=O)c1sccc1N/N=C/c1ccc(OC)c(OC)c1OC
    ?, /, /, -5%
CCOCCOC(=O)C(C)Sc1n[nH]c(=O)[nH]c1=O (stereo not given)
    43, 4%, -10, -6%
CCCC(c1nnnn1CC(=O)OCC)N(Cc1cc2c(C)cc(C)cc2[nH]c1=O)C1CCCC1 (stereo not given)
    -2, -9%, -11, -1%
CC(=O)Nc1ccccc1-c1nc2ccc(C(=O)N3CCN(c4cccc(C)c4)C(C)C3)cc2[nH]c1=O (stereo not given)
    ?, 1%, 3, -1%
CCn1c(CSc2nc3ccccc3s2)nnc1SCC(=O)c1ccc2c(c1)OCCO2
    -14, 1%, 1, -7%
Cc1nn(CC(=O)Nc2nnc(CC(=O)N3CCCC3)s2)c(=O)c2ccccc12
    ?, -3%, 7, 1%
CC12COC3(C(=O)Nc4nccs4)CC1CCC32C (stereo not given)
    70, 0%, 3, -2%
Cc1ccc(-c2nn(CC(=O)NCCN3CCOCC3)c(=O)c3ccccc23)cc1
    -10, 7%, -6, 5%
O=C(N/N=C\c1ccc(Sc2ccccn2)o1)c1cccc(Br)c1
    22, -19%, 9, 2%
COc1cccc(CN(C)C(=O)Nc2cccc(C(F)(F)F)c2)c1OC
    ?, /, ?, 0%

# Further records.
# Results follow in this order: PNC assembly inh, ALOX15B inhib, IMPase cell inh, 12-hLO inh
Cc1ccc([C@@]2(C)CC/C(=N/N=C3\CC[C@](C)(c4ccc(C)c(C)c4)c4cc(C)c(C)cc43)c3cc(C)c(C)cc32)cc1C
    /, -6%[11.4 µM], /, -1%[11.4 µM]
CSC1CCCCC1(O)CSc1nc2c(cc1C#N)CCCC2 (stereo not given)
    ?, ?, 6, -14%
O=C(Nc1ccc(-n2cnnn2)cc1)C1CCCCC1
    21, 1%, -2, 5%
CCCn1c(NCc2cccc(OC)c2OC)nc2ccccc21
    45, 9%, 7, 1%
Cc1ccccc1C(=O)N/N=C/c1ccc(OCC(=O)N2CCCCC2)cc1
    ?, 1%, -1, 0%
CCCC(=O)NC(=S)N1CCN(c2ccc([N+](=O)[O-])cc2)CC1
    24, /, /, 0%
Cc1ccc(C(C)C)c(OCc2nc(-c3nonc3N)no2)c1
    28, 3%, 4, -9%
N#Cc1c(-c2ccncc2)c2c([nH]c1=S)CCCC2
    30, -23%, -2, -15%
CC1(C)CC(=O)C=C(NCCCNC2CCCCC2)C1
    6, 7%, 11, -6%
CN(C)c1ccc(-c2cncnc2NCc2cccs2)cc1
    /, 15%, /, 1%

# The list goes on; it opens with the five that closed the last part.
# Results follow in this order: PNC assembly inh, ALOX15B inhib, IMPase cell inh, 12-hLO inh
CCCC(=O)NC(=S)N1CCN(c2ccc([N+](=O)[O-])cc2)CC1
    24, /, /, 0%
Cc1ccc(C(C)C)c(OCc2nc(-c3nonc3N)no2)c1
    28, 3%, 4, -9%
N#Cc1c(-c2ccncc2)c2c([nH]c1=S)CCCC2
    30, -23%, -2, -15%
CC1(C)CC(=O)C=C(NCCCNC2CCCCC2)C1
    6, 7%, 11, -6%
CN(C)c1ccc(-c2cncnc2NCc2cccs2)cc1
    /, 15%, /, 1%
Cc1cc(C)c(S(=O)(=O)N2CCCOC2CNC(=O)C(=O)NCc2ccncc2)c(C)c1 (stereo not given)
    14, /, /, 2%
CN(C)c1cc(N)c2ccccc2n1 (tested in a mixture with another compound)
    ?, 7%, -8, -7%
Cc1cccc(Nc2c(-c3ccc(N4CCOCC4)cc3)nc3ncccn23)c1
    54, /, /, 1%
O=C(COC(=O)CCCNC(=O)c1ccc(Cl)cc1)Nc1cc(Cl)c(Cl)cc1Cl
    -22, /, 9, 3%
CCOC(=O)c1c(NC(=O)Cn2nnc(-c3ccccc3Cl)n2)sc(C)c1C
    5, -2%, 5, -5%
CCOc1ccc(NC(=O)CN2CCN(CC(=O)Nc3ccc(OC)cc3)CC2)cc1
    -21, /, -9, -2%
C=Cc1ccccn1
    /, 0%, /, -1%
CC/C(=N/NC(=O)c1ccc(Br)o1)c1ccc(Cl)cc1
    ?, /, /, 0%
COC(=O)C1C(O)CC[C@H]2CN3CCc4c([nH]c5ccccc45)C3C[C@H]12 (stereo not given in full)
    /, 18%, /, -1%
Cc1cccnc1-n1c(CCN2C(=O)c3ccccc3C2=O)nc2ccccc2c1=O
    52, -4%, 5, -7%
O=C(NCCc1ccccc1)c1cccnc1
    -3, 6%, -8, 5%
Cn1c(=O)c(C#N)c(-c2ccccc2)n2cnnc12
    18, -7%, 7, 4%
COc1cc(C=C(C(C)=O)C(C)=O)ccc1O
    29, -4%, 7, -7%
CCOC(=O)CC(NC(=O)C(CC)c1ccccc1)c1ccccc1Cl (stereo not given)
    -9, /, /, -5%
CCS(=O)(=O)N1CCC(C(=O)Nc2cc(Cl)ccc2O)CC1
    ?, /, -10, 1%
COc1ccc(C)cc1S(=O)(=O)N(C)CC(=O)Nc1ccc2c(c1)OCCO2
    ?, -2%, -3, -1%
COc1cc(N2C(=O)CSC23C(=O)Nc2ccccc23)cc(OC)c1OC (stereo not given)
    -13, -3%, 4, -6%
O=C(c1ccc(-c2ccccc2)cc1)N1CCC(C(=O)N2CCCC2)CC1
    -3, -4%, 9, 3%
O=C(c1cccc(F)c1)N1CCC[C@@]2(CCN(c3ccncc3)C2)C1
    /, 5%, /, 3%
CCOC(=O)c1cnn2c(C(F)(F)F)cc(-c3cn(C)nc3C)nc12
    -4, -2%, -6, 26%
COc1cccc2c1C(=N)c1c(O)c3c(c(O)c1C2=O)C[C@](O)(C(C)=O)C[C@@H]3O[C@H]1C[C@H](N)[C@@H](O)[C@H](C)O1
    /, 14%[11.4 µM], /, 2%[11.4 µM]
O=C(NCc1ccc(Cl)cc1Cl)C(=O)N1CCCCC1
    7, 0%, 1, 0%
CSc1ccc(/C=C/C(=O)c2ccc(NC(=O)Cc3ccccc3)cc2)cc1
    ?, 15%, 1, -1%
O=C1C=C(NCCN2CCOCC2)C(=O)c2cnccc21
    -82*, /, /, -7%
Cc1ccc2[nH]c3c(=O)n(CCN4CCOCC4)cnc3c2c1
    69, 1%, -2, 4%
CCSc1nc2sc3c(c2c(=O)[nH]1)CCCC3
    2, /, -12, 3%
CCOC(=O)c1ccccc1NC(=S)N1CCC(N2CCCCC2)CC1
    5, /, /, -1%
O=S(=O)(c1ccc(Br)cc1)N1CCN(S(=O)(=O)c2ccc(Br)cc2)CC1
    /, -8%[11.4 µM], /, -4%[11.4 µM]
COCCn1nnnc1C(c1cccc(C(F)(F)F)c1)N1CCOCC1 (stereo not given)
    291, /, -2, 3%

# Compound activity (PubChem BioAssay)
